Source: PubChem BioAssay
CRFR2-BP ag: agonists of human CRF-binding protein/CRF-R2 receptor complex | HEK293 CRF-R2/CRF-BP, calcium dye fluorescence (FLIPR); percent of saturating CRF peptide response | activation, % at 13.2 µM | 350,000 compounds, 0.46% hits | AID 588473;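 active = activation of at least 50%, plus an integration ratio under a set limit after plate pattern correction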;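 also: plate controls were neutral control wells without compound for no effect and CRF at EC100 for full effect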
DNA FID counter: displaces DNA intercalator in HCV helicase counter-screen | DNA fluorescent intercalator displacement, fluorescence | inhibition, % at 7.9 µM | 290,000 compounds, 0.17% hits | AID 1845; in the data active = inhibition above about 37%;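 also: 0% = vehicle and 100% = reference compound; higher means more ethidium bromide displaced from hairpin DNA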
GalR3 antagonist: human GalR3 antagonism | HEK293 GalR3-CNG cAMP membrane potential fluorescence; galR3 body fused to GalR1 C-terminus | inhibition, % at 3 µM | 360,000 compounds, 0.44% hits | AID 651719;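 active = inhibition above the screen-wide average plus 3 SD, cut at about 13% in these data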;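 also: forskolin and galanin both at EC90 stimulate the cells; cAMP rise reported by CNG channel membrane potential dye signal; 0% = forskolin plus galanin with DMSO and 100% = forskolin alone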
Target sequence (O60755 1-299 limits assumed): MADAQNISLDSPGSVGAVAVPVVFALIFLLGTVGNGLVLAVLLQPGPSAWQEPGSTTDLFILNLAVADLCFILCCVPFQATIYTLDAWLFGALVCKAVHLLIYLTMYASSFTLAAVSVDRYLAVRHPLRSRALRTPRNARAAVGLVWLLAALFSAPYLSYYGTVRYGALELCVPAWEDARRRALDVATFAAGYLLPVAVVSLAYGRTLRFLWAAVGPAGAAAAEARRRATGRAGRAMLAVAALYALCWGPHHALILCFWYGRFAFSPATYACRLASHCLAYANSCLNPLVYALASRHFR
CRFBP-R2 block: CRF-BP/CRF-R2 complex antagonism; inhibition, % at 11.8 µM; 350,000 compounds, 0.59% hits; AID 588475; HEK293 CRF-R2/CRF-BP, CRF-induced calcium fluorescence;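 active = inhibition of the ligand-induced calcium signal above about 50% at the single tested concentration, limit read from the data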
SUMO HTRF inh: SUMOylation inhibition. AID 2006. 290,000 compounds, 0.36% hits. HTRF SUMOylation assay, SAE1/SAE2 + UBC9, in vitro. inhibition, % at 35 µM. P63279; in the data active = inhibition above about 50%, passing the limit was not always enough; also: strong numbers were not always called active
Target sequence (P63279 whole entry, looked up): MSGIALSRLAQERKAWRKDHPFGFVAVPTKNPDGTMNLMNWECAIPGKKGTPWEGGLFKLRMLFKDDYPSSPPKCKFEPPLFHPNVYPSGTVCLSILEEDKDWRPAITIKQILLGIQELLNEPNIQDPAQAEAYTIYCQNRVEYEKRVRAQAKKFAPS
MEKK2 WT-MEK5: raises or lowers MEK5 binding to wildtype human MEKK2 PB1 domain | binding response (% of control), % at 10 µM | bead flow cytometry, Alexa488-MEK5 binding to MEKK2 WT; actives lie on both sides | 290,000 compounds, 1.1% hits | Q9Y2U5; in the data active = binding response below about 67% or above about 130%
MEKK3 PB1 HTS: modulators (inhibitors or enhancers) of MEK5 binding to human MEKK3 PB1 domain. Q99759. bead-based flow cytometry, Alexa488-MEK5 binding to MEKK3; actives lie on both sides; 0 = blocked by unlabeled MEK5, 100 = vehicle. binding response (% of control), % at 10 µM. 290,000 compounds, 1.4% hits;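 active = binding response more than 3 SD above or below the average of its plate-row segment, actives on both sides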;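 also: Alexa488 bead fluorescence after subtracting the streptavidin-only scavenger bead signal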
Target sequence (Q99759 whole entry, looked up, the tested form may be a part): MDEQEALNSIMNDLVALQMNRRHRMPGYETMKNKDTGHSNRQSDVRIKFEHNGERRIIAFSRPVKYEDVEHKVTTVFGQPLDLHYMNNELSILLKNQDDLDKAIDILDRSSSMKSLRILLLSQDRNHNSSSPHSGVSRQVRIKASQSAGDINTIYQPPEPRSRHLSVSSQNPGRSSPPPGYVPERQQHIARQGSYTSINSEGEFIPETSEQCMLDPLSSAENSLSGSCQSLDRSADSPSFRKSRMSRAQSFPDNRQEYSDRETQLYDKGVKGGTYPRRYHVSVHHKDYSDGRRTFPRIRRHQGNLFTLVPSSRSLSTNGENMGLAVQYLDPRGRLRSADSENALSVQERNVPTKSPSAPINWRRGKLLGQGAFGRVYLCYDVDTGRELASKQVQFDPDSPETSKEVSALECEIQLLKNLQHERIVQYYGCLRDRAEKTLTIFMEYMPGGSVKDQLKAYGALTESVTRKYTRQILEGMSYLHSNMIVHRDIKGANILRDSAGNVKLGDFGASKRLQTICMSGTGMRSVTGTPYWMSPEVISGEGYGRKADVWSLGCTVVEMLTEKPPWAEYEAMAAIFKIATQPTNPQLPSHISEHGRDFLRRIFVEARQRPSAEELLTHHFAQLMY
HCV NS3 hel inh: HCV NS3 helicase inhibition; inhibition, % at 10.9 µM; 290,000 compounds, 0.56% hits; NS3 helicase DNA unwinding, Cy5 molecular beacon fluorescence;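 active = inhibition above the mean of all tested compounds plus 3 SD, set per campaign, cut at about 35% in these data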;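 also: 0% = DMSO wells and 100% = thioflavine S control wells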
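Control set: DMSO versus 110 µM thioflavine S; Material: NS3 helicase fragment of HCV; Measured by: Cy5 fluorescence at 0 and 60 min, beacon hairpin quenching; Read-out basis: percent inhibition from t60/t0 fluorescence ratio; Times: reaction time 60 min, 25 °C; Repeats: single replicate; Compound dosing: single dose, 10.9 µM nominal final, DMSO 0.8% final.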
MEKK2mut PB1 HTS: signal of MEK5 binding to mutant human MEKK2 PB1 domain | bead flow cytometry, Alexa488-MEK5 binding to MEKK2 mutant | percent response, % at 10 µM | 290,000 compounds, 0.35% hits; in the data active = percent response above about 24%, passing the limit was not always enough; also: inactives centre near 1; some results filed as inactive read as strong as hits
* marks the source's active call; other numbers are inactive results; · = no result given; [ ] = another dose, or the depositor's remark.

Screens in order – CRFR2-BP ag, DNA FID counter, GalR3 antagonist, CRFBP-R2 block, SUMO HTRF inh, MEKK2 WT-MEK5, MEKK3 PB1 HTS, HCV NS3 hel inh, MEKK2mut PB1 HTS
NC(=O)C1CCN(C(=O)N2c3ccccc3Sc3ccccc32)CC1
  -0.9, -19, -4, 3, -21, 108, 102, -12, 6
CCc1ccccc1Nc1nc(N)nc(CSCC(=O)c2cc(C)n(C)c2C)n1
  -0.5, -19, -2, -16, -5, 100, 96, 7, 1
CN(CCc1ccccc1)C(=O)c1cc(COc2ccc(F)cc2Cl)on1
  1.4, -38, -2, 6, -3, 106, 101, -10, 2
COCC1CCN(C(=O)CCc2nnc(C3(c4ccc(Cl)cc4)CCC3)o2)C1 (stereo not drawn)
  -0.8, -37, -1, 11, 1, 103, 103, 0, 4
CC(C)NC(=O)COc1ncnc2sccc12
  -0.6, -3, -7, -37, 2, 108, 108, 2, 4
CCOC(=O)[C@H]1[C@H]2COc3cc(OC)ccc3[C@@H]2N2C(=O)N(c3cccc(Cl)c3)C(=O)[C@@]12C
  0.9, -35, ·, -1, -13, 96, 101, -26, -5
COc1ccc2c(Cl)c(C(=O)NCc3ccco3)sc2c1
  -1.8, -10, -5, 6, 14, 96, 99, -8, 5
CN(C)c1ccc(-c2noc(C3CCN(C(=O)Nc4ccc(Cl)cc4)CC3)n2)cc1
  0.4, -1, -4, -15, -22, 113, 106, 5, -1
CCN(CC)C(=O)N1c2ccccc2C=Cc2ccccc21
  -1.1, -26, -6, 11, -1, ·, ·, -5, ·
Cc1ccc(C(=O)NC(C)c2ccc3c(c2)OCO3)s1 (stereo not drawn)
  0.6, -1, -5, -4, 2, 104, 100, -2, 0
CC(C)N1CCC2(CC1)C(C#N)=C(N)NC(S)=C2C#N
  ·, 22, ·, ·, 52*, 100, 98, 3, 0
CCOc1ccc(/C(O)=C2/C(=O)C(=O)N(Cc3cccnc3)C2c2ccc(N(C)C)cc2)c(C)c1 (stereo not drawn)
  -1.0, -42, -3, 24, 12, 109, 108, 3, 9
CCOc1ccccc1NC(=O)COC(=O)C1CC1
  -4.1, -6, -1, 1, 0, 102, 104, 2, 0
CCOc1ccc(CCNC(=O)c2ccc(N3CCCC3=O)cc2)cc1OCC
  -0.2, -32, 1, 10, -6, 112, 112, -3, 1
CC1CCC2C(=O)N(c3ccccc3OC(=O)c3ccccc3F)C(=O)C2C1 (stereo not drawn)
  1.8, -27, -8, -7, 1, 127, 143*, 18, 6
Cc1ccccc1CN1[C@@H](C(C)C)COCCS1(=O)=O
  -1.1, ·, -3, -3, ·, 99, 99, ·, -2
CC(=O)NC(NC(=S)Nc1ccc(C)cc1C)C(Cl)(Cl)Cl (stereo not drawn)
  2.9, -7, -7, -7, 9, 100, 99, 1, 0
CCOC(=O)C1CCCN(CCC(=O)Nc2c(C(=O)OC)[nH]c3cc(OC)ccc23)C1 (stereo not drawn)
  -1.6, -7, -3, 1, -34, 103, 100, -1, 1
COC(=O)c1c(O)ccc(Oc2ccccc2)c1C(=O)OC
  -4.9, ·, 0, 31, 4, 115, 115, ·, 12
O=C(/C=C/c1ccc(Cl)c([N+](=O)[O-])c1)Nc1ccc(N2CCCC2)c(Cl)c1
  -0.4, 0, -1, -9, 7, 98, 94, -5, -1
Cc1cccc(CS(=O)(=O)Cc2ccc(C(=O)NCCc3ccccc3)o2)c1
  -3.0, -43, -6, 2, ·, 96, 100, -3, 0
CC(C)N(C)C1CCN(C(=O)Nc2ccc(Cl)cc2)CC1
  11, 6, -6, 13, -10, 106, 105, 13, 4
Cc1ccc(C(=O)Nc2ccc3c(c2)C(=O)N(C)C3=O)c(C)c1
  -1.4, -10, 3, -2, 10, 102, 103, -7, 2
CCOC(=O)[C@@H]1[C@H]2COc3ccc(Br)cc3[C@H]2N2C(=O)N(c3ccc(C)cc3)C(=O)[C@]12C
  -0.7, -28, -1, -1, -10, 107, 104, -24, -2
CCn1cc(C2=NOC(C(=O)Nc3cc(OC)c(Cl)cc3OC)C2)c(C)n1 (stereo not drawn)
  -3.8, -6, -2, -20, -4, 104, 104, 0, 8
COc1ccc(/C=N/OCC(=O)Nc2nc3ccccc3s2)cc1
  0.1, -3, -7, 14, -9, 103, 125, -19, -1
O=c1c2ccccc2oc2ccc(NCCCn3ccnc3)cc12
  3.2, 12, -7, -8, 21, 98, 100, -10, 1
CCOc1ccccc1-n1nnnc1SCC(=O)NC(=O)NCc1ccco1
  0.5, -11, -4, -55, 11, 97, 101, 20, -2
CCOC(=O)c1cc(CC)sc1NC(=O)CCC(=O)O
  0.4, -24, 3, -8, 1, 106, 107, 6, 9
Cc1ccc(/C=C(\C#N)C(=O)Nc2ccccn2)o1
  0.5, -4, -3, -9, 24, 105, 94, -1, 2
O=c1c2ccsc2ncn1Cc1ccc(Cl)cc1
  -2.0, -3, 1, 11, -2, 102, 98, -2, -6
Cc1cc(O)c2c(CN3CCN(Cc4ccccc4)CC3)cc(=O)oc2c1
  0.5, -20, -10, -11, 3, 108, 105, -3, 4
Cc1nn(C)cc1C(C)NC(=O)c1cc(COc2c(F)cccc2F)on1 (stereo not drawn)
  1.2, -11, -3, -7, 2, 100, 101, 3, 10
CCOc1ccc(NC(=O)N2CCC(NC(=O)C(Cc3ccccc3OC)NC(C)=O)CC2)cc1 (stereo not drawn)
  0.5, -38, -6, 10, 15, 102, 101, -7, 7
Cc1ccc(C23CC4CC(CC(C(=O)N(C)C)(C4)C2)C3)cc1
  -0.3, -30, -11, 3, 9, 110, 109, 1, 8
c1ccc(-n2nnc(-c3nccs3)n2)cc1
  -3.8, ·, -4, 2, ·, 101, 102, ·, 1
CCOc1ccc(/C=N/OCC(=O)Nc2cc(C)on2)cc1
  11, -6, -4, -3, 5, 97, 98, -7, -1
CCC1(C)Cc2c(sc3nn[nH]c(=O)c23)CO1 (stereo not drawn)
  -0.7, 0, ·, 1, 12, 105, 97, 0, 8
Cn1c(=O)cc(OCCCC(=O)NCc2ccccn2)c2ccccc21
  -0.1, -7, -4, 7, 23, 87, 95, -5, -1
Cc1cccc(/C=C2\Sc3ccc(C(=O)N4CCC(C)CC4)cc3N(C)C2=O)c1
  5.0, -41, 0, 3, 0, 99, 104, -14, 6
COc1ccc(N2CCN(C(c3cccs3)C(C)NC(=O)C(=O)N3CCCC3)CC2)cc1 (stereo not drawn)
  -0.9, -35, -4, -6, 9, 98, 98, 1, 1
Cc1csc(C(C)NC(=O)c2ccc(OC3CCN(CCc4ccccc4)CC3)cc2)n1 (stereo not drawn)
  5.2, 12, -10, 0, 1, 105, 99, -16, 7
O=C1/C(=C/c2ccccc2)NC(=S)N1C(c1ccccc1)c1ccccc1
  -4.9, -3, -10, 16, 16, 98, 107, -9, 4
Cc1ccc(C(C(=O)NCC2CCCO2)N(C(=O)c2snc(C(N)=O)c2N)c2ccc3c(c2)OCCO3)cc1 (stereo not drawn)
  -0.4, -43, -8, -9, -3, 92, 97, 14, -2
Cc1ccc(NC(=O)CSc2nnc(N)s2)cc1S(=O)(=O)N1CCCCC1
  0.3, -13, -1, -8, 2, 104, 101, -2, -1
O=C(NCCc1ccccc1)C(=O)Nc1nccs1
  -3.9, -5, -1, -14, -1, 102, 125, -3, -1
O=c1c2ccccc2nnn1CSc1nnnn1-c1ccc(O)cc1
  0.9, -2, 6, 4, -2, 105, 104, 9, 6
Clc1ccc(-n2nnc(-c3ncc[nH]3)n2)cc1Cl
  -3.5, ·, -5, 2, ·, 105, 102, ·, 5
Cn1c(=O)oc2cc(S(=O)(=O)CCC(=O)Nc3ccccc3)ccc21
  -0.8, -4, -6, -12, 0, 100, 101, -1, 0
CCN(CC)S(=O)(=O)c1ccc(O)c(C(=O)OCC(=O)NC2CCCC2)c1
  -1.1, -27, -10, 16, 13, 102, 100, 11, 4

Additional structures follow.
Screens in order – CRFR2-BP ag, DNA FID counter, GalR3 antagonist, CRFBP-R2 block, SUMO HTRF inh, MEKK2 WT-MEK5, MEKK3 PB1 HTS, HCV NS3 hel inh, MEKK2mut PB1 HTS
CCOC(=O)/C(C#N)=C/c1ccc(OCC(=O)Nc2ccccc2)c(OC)c1
  0.4, -15, -2, 1, 4, 37*[inhibitor], 27*[inhibitor], 11, -8
COc1cc(CNCCN(C)C)ccc1OCc1c(F)cccc1Cl
  -0.8, 24, -8, -13, 2, 114, 105, -17, 2
Cc1ccc2c(c1)NCC(C(=O)NCc1ccccc1)O2 (stereo not drawn)
  -0.8, -7, -2, -3, 0, 100, 103, 2, -6
COCCNC(=O)c1ccc(C2SCC(=O)N2CCc2ccccc2)cc1 (stereo not drawn)
  0.5, -25, -10, 3, 8, 105, 103, -2, 1
O=c1[nH]c2ccccc2nc1Cc1ccc([N+](=O)[O-])cc1
  3.4, -1, -6, -8, 14, 100, 101, -4, 0
CC(=O)/C(C(=N)N1CCN(c2cccc(Cl)c2)CC1)=C(\C)O
  -1.6, -2, -4, 11, 17, 104, 97, -6, 0
Cn1nnnc1SCC(=O)c1ccco1
  -0.1, -2, -5, 13, 1, 94, 103, -5, 2
Cc1ccc(CN2CCN(/N=C/c3sccc3C)CC2)c(C)c1
  0.3, 0, -10, -19, 2, 111, 113, 8, 0
COc1cc2c(cc1OC)CN(C(=O)C1CCCN1S(=O)(=O)c1ccc(C)cc1)CC2 (stereo not drawn)
  1.9, -37, 1, -14, -8, 106, 104, 3, 3
CC(C)c1cccc(C(C)C)c1NC(=S)Nc1cccc(Cl)c1
  -1.7, -5, -5, 16, 20, 105, 102, -8, 6

Eleven consecutive records already listed, for reference:
Screens in order – CRFR2-BP ag, DNA FID counter, GalR3 antagonist, CRFBP-R2 block, SUMO HTRF inh, MEKK2 WT-MEK5, MEKK3 PB1 HTS, HCV NS3 hel inh, MEKK2mut PB1 HTS
O=c1c2ccccc2nnn1CSc1nnnn1-c1ccc(O)cc1
  0.9, -2, 6, 4, -2, 105, 104, 9, 6
Clc1ccc(-n2nnc(-c3ncc[nH]3)n2)cc1Cl
  -3.5, ·, -5, 2, ·, 105, 102, ·, 5
Cn1c(=O)oc2cc(S(=O)(=O)CCC(=O)Nc3ccccc3)ccc21
  -0.8, -4, -6, -12, 0, 100, 101, -1, 0
CCN(CC)S(=O)(=O)c1ccc(O)c(C(=O)OCC(=O)NC2CCCC2)c1
  -1.1, -27, -10, 16, 13, 102, 100, 11, 4
CCOC(=O)/C(C#N)=C/c1ccc(OCC(=O)Nc2ccccc2)c(OC)c1
  0.4, -15, -2, 1, 4, 37*[inhibitor], 27*[inhibitor], 11, -8
COc1cc(CNCCN(C)C)ccc1OCc1c(F)cccc1Cl
  -0.8, 24, -8, -13, 2, 114, 105, -17, 2
Cc1ccc2c(c1)NCC(C(=O)NCc1ccccc1)O2 (stereo not drawn)
  -0.8, -7, -2, -3, 0, 100, 103, 2, -6
COCCNC(=O)c1ccc(C2SCC(=O)N2CCc2ccccc2)cc1 (stereo not drawn)
  0.5, -25, -10, 3, 8, 105, 103, -2, 1
O=c1[nH]c2ccccc2nc1Cc1ccc([N+](=O)[O-])cc1
  3.4, -1, -6, -8, 14, 100, 101, -4, 0
CC(=O)/C(C(=N)N1CCN(c2cccc(Cl)c2)CC1)=C(\C)O
  -1.6, -2, -4, 11, 17, 104, 97, -6, 0
Cn1nnnc1SCC(=O)c1ccco1
  -0.1, -2, -5, 13, 1, 94, 103, -5, 2

An excerpt; rates above refer to the full screens.
